High-throughput results deposited in PubChem BioAssay by Broad Institute.
XiGFP reactiv = activators of inactive X chromosome reactivation, primary screen, imaging, XiGFP fibroblasts, GFP high-content imaging, set 2. XiGFP mouse fibroblasts, % GFP-positive cells imaging, 3 d; cells co-treated with 5-aza-dC sensitizer; scaled so ellipticine positive control = 100%. 360,000 tested, 0.055% active. activation, % at 7.58 µM;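 active means mean normalized replicate activation at least 10% and every replicate at or above 10%; inconclusive means only one of the two criteria met; inactive means mean below 10% and not all replicates reach 10%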;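 further: 0% = median of on-plate neutral control wells and 100% = ellipticine 6 µM median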
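System: SV40-immortalized XiGFP fibroblast cells, line 68-5-11 / Incubation: 3-day compound exposure, then 15 min fixation at room temperature / Compound: single concentration per compound, delivered by pin transfer / Buffer or medium: DMEM plus 5-aza-dC sensitizer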
RAD52 anneal inh = RAD52 DNA annealing inhibitors, primary screen, biochemical, FRET, single point, set 2. DNA repair protein RAD52 homolog (Homo sapiens), P43351. recombinant RAD52 DNA annealing, FRET fluorescence. inhibition, % at 18.7 µM. 360,000 tested, 0.46% active. AID 651710, 2012;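 active means every replicate showing at least 50% inhibition; inconclusive means mean inhibition at least 50% but not in every replicate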
RAD54 branch = inhibitors of human RAD54 branch migration, primary screen, biochemical, fluorescence, single point; RAD54 Holliday junction branch migration, FAM/BHQ fluorescence; inhibition, % at 10.4 µM; 360,000 tested, 0.14% active;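 active means mean normalized replicate activity at least 40 and at least half of replicates scoring 40 or more; inconclusive means only one of the two criteria met; inactive means mean below 40 and under half of replicates reaching 40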;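 further: 0% = median of neutral control wells and 100% = median of positive control wells; inhibitors cause a drop in the FAM fluorescence signal; in these data hits start at about 50%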
esBAF inh = Bmi1 luciferase reporter increase in mESCs, primary screen, esBAF inhibitor project, mouse ES cells, Bmi1 luciferase knock-in, single point | 24 h; 100% = twice the neutral-well signal | reporter increase, % at 12.5 µM | 350,000 tested, 2% active; in the data active means activation above about 40%; inconclusive means no clear call, values can overlap the other calls;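 further: 0% = median of the plate's neutral control wells and 100% = double that signal; a rise in the Bmi1 reporter signal indicates esBAF inhibition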
FN deposit inh = inhibitors of fibronectin matrix deposition, primary screen, AH1F cells, Alexa488-fibronectin fluorescence, plate reader; AID 743247, 2014; AH1F fibroblasts, overnight; 350,000 tested, 0.086% active; inhibition, % at 12.6 µM;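 active means mean inhibition across replicates of 30% or more, regardless of how many single replicates reach that level; inconclusive means mean under 30% yet at least half of replicates reach 30%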;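 further: positive control wells lacked labelled fibronectin entirely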
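material = AH1F fibroblast monolayer depositing Alexa488-labelled fibronectin into matrix | amount = 10000 AH1F cells/well | buffer or medium = DMEM plus 2% serum, read in PBS | incubation = 1 h cell adhesion before compound, then overnight fibronectin incubation | detection = fluorescence at 485 nm excitation, 525 nm emission | evaluation = percent inhibition as loss of matrix-bound fibronectin fluorescence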
EWS-Fli inh = EWS/Fli-driven NR0B1 reporter inhibitors, primary screen, A673 cells, NR0B1 luciferase, luminescence, MLPCN library | viability-normalised | inhibition, % at 12.6 µM | 350,000 tested, 0.67% active | AID 651661, 2012;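 active means mean inhibition of at least 50% after viability correction, with every replicate also passing that limit; inconclusive means mean reaches 50% but only one of two replicates passes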;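 further: firefly luciferase signal divided by Alamar Blue viability fluorescence both relative to DMSO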
S100A4 MyoIIA = inhibitors of S100A4-myosin IIA peptide binding, primary screen, biochemical, fluorescence polarization, TAMRA-MyoIIA peptide | inhibition, % at 10.7 µM | 360,000 tested, 0.14% active;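 active means mean inhibition of at least 70% across replicates, with every replicate also reaching that level; inconclusive means mean inhibition reaches 70% but some replicates fall short; inactive means mean inhibition below 70%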
Target sequence (P26447 whole entry, looked up): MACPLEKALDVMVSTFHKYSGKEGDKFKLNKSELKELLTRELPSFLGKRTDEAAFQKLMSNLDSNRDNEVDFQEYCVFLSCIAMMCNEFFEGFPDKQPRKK
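Test system – S100A4 monomer (human) · Compound – single-point compound testing · Schedule – 5 min incubation before reading · Probe or stimulus – TAMRA-labelled myosin IIA heavy-chain peptide probe, 5 nM · Benchmarks – neutral control DMSO, positive control TFP · Medium – Calcium-containing HEPES buffer, pH 7.2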
E-sel inducer = E-selectin induction in HUVECs, primary screen, imaging, HUVEC, immunofluorescence imaging, single point; normalized: neutral wells 0, TNF-alpha wells 100; 260,000 tested, 0.37% active; activation, % at 7.58 µM; P16581; AID 686992, 2013;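 active means mean E-selectin-positive cell signal at least 10% of the positive control, reached in at least 60% of replicates, without over 20% cell loss; inconclusive means no rule given, readout overlaps actives, possibly toxicity-flagged; inactive means the rest, including those meeting only one limit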;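 further: in these data hits start at about 27%; measured in HUVEC primary endothelial cells; signal is the percent of cells scored E-selectin positive by PE staining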
Target sequence (P16581 whole entry, looked up): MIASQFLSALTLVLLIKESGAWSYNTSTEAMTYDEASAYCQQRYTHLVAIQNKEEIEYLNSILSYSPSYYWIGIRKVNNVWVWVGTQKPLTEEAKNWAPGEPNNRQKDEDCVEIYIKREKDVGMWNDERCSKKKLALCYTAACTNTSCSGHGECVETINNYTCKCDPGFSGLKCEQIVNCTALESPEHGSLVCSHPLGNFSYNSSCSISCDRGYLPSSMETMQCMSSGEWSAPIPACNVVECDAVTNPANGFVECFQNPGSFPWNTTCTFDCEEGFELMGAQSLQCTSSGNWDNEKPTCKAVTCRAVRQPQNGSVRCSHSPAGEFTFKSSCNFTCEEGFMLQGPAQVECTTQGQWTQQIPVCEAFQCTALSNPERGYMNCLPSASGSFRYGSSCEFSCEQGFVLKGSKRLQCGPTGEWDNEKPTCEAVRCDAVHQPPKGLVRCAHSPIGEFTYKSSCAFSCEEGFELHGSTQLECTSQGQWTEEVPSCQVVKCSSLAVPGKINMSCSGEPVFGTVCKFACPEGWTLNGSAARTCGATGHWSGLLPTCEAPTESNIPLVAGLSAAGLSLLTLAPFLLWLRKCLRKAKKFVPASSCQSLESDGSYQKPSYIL
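assay system = HUVEC, human umbilical vein endothelial cells | input = 3,000 HUVEC seeded per well | medium = EGM-2 growth medium on 0.1% gelatin-coated wells | dosing = one compound dose added by pin transfer | signal = immunofluorescence imaging | read-out basis = % PE-positive cells | control set = TNF-alpha, DMSO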
* = called active by the depositor; ? = inconclusive; · = not tested or not shown; & = joins results of further samples.

SMILES	XiGFP reactiv	RAD52 anneal inh	RAD54 branch	esBAF inh	FN deposit inh	EWS-Fli inh	S100A4 MyoIIA	E-sel inducer
O=C(OC1CCCCC1=O)c1cccc(S(=O)(=O)N2CCOCC2)c1 (stereo not given)	0.3	-1	12	-2	3	1	-1	-0.4
Cc1sc2nc(COC(=O)c3ccc(Cl)c(N)c3)[nH]c(=O)c2c1C	0.0	-63	7	5	14	-3	0	3.0
Cc1cccc(NC(=S)N2CCC(c3nc4ccccc4o3)CC2)c1C	·	6	-4	2	·	6	-1	·
COc1ccc(-c2ccc3c(c2)O[C@H](CN(C)C(=O)Nc2ccccc2F)[C@H](C)CN([C@@H](C)CO)S3(=O)=O)cc1	-0.9	5	-10	-2	5	14	7	-0.5
CC1CCN(c2c(NCc3ccc(C(=O)NCc4ccccc4)cc3)c(=O)c2=O)CC1	0.1	-2	-14	·	-2	13	1	1.9
COc1ccc(S(=O)(=O)Nc2ccc3c(c2)C(=O)N([C@H](C)CO)C[C@@H](C)[C@@H](CN(C)C(=O)Nc2cccc4ccccc24)OCCCC[C@@H](C)O3)cc1	-1.0	·	6	-4	·	6	·	-0.1
C=CCn1c(COc2ccccc2OC)nc2ccccc21	-0.1	0	0	4	5	-37	5	14
Cc1ccc(S(=O)(=O)N[C@H]2CC[C@H](CCNC(=O)C3CC3)O[C@@H]2CO)cc1	0.3	11	5	-8	11	-8	25	-0.5
O=C1CCC(=O)N1c1ccc(-c2nc3sc4c(c3c(=O)o2)CCC4)cc1	0.1	-8	·	·	2	-11	-8	·
CC1CCCN(C(=O)c2ccc3c(c2)OCCO3)C1 (stereo not given)	-0.1	9	-19	36	4	-46	-3	·
Cc1cccc(N2CC(C(=O)NCC3COc4ccccc4O3)CC2=O)c1C (stereo not given)	0.4	-10	5	-1	0	4	-1	3.8
O=C(NCC[C@H]1CC[C@H](NC(=O)C2CCC2)[C@H](CO)O1)c1cnccn1	-0.4	8	0	-1	·	-1	3	-0.6

Some of the entries above, reformatted.
| canonical_smiles | XiGFP reactiv | RAD52 anneal inh | RAD54 branch | esBAF inh | FN deposit inh | EWS-Fli inh | S100A4 MyoIIA | E-sel inducer |
| --- | --- | --- | --- | --- | --- | --- | --- | --- |
| COc1ccc(S(=O)(=O)Nc2ccc3c(c2)C(=O)N([C@H](C)CO)C[C@@H](C)[C@@H](CN(C)C(=O)Nc2cccc4ccccc24)OCCCC[C@@H](C)O3)cc1 | -1.0 | · | 6 | -4 | · | 6 | · | -0.1 |
| C=CCn1c(COc2ccccc2OC)nc2ccccc21 | -0.1 | 0 | 0 | 4 | 5 | -37 | 5 | 14 |

Ordered by count of non-hydrogen atoms (high to low): some entries from above
SMILES	XiGFP reactiv	RAD52 anneal inh	RAD54 branch	esBAF inh	FN deposit inh	EWS-Fli inh	S100A4 MyoIIA	E-sel inducer
COc1ccc(-c2ccc3c(c2)O[C@H](CN(C)C(=O)Nc2ccccc2F)[C@H](C)CN([C@@H](C)CO)S3(=O)=O)cc1	-0.9	5	-10	-2	5	14	7	-0.5
CC1CCN(c2c(NCc3ccc(C(=O)NCc4ccccc4)cc3)c(=O)c2=O)CC1	0.1	-2	-14	·	-2	13	1	1.9
Cc1cccc(N2CC(C(=O)NCC3COc4ccccc4O3)CC2=O)c1C (stereo not given)	0.4	-10	5	-1	0	4	-1	3.8
Cc1ccc(S(=O)(=O)N[C@H]2CC[C@H](CCNC(=O)C3CC3)O[C@@H]2CO)cc1	0.3	11	5	-8	11	-8	25	-0.5
O=C1CCC(=O)N1c1ccc(-c2nc3sc4c(c3c(=O)o2)CCC4)cc1	0.1	-8	·	·	2	-11	-8	·
Cc1sc2nc(COC(=O)c3ccc(Cl)c(N)c3)[nH]c(=O)c2c1C	0.0	-63	7	5	14	-3	0	3.0
C=CCn1c(COc2ccccc2OC)nc2ccccc21	-0.1	0	0	4	5	-37	5	14

The results go on.
SMILES	XiGFP reactiv	RAD52 anneal inh	RAD54 branch	esBAF inh	FN deposit inh	EWS-Fli inh	S100A4 MyoIIA	E-sel inducer
CC1(C(=O)Nc2ccc(Cl)c(Cl)c2)CCN1Cc1cc2ccccc2o1 (stereo not given)	0.0	-23	-7	3	-6	11	1	-0.6
CC(C)(C)OC(=O)C[C@@H]1C/C=C\C[C@H](CC(=O)N[C@H](CO)Cc2ccccc2)C(=O)N[C@@H](Cc2ccccc2)COC1=O	0.1	-12	-2	0	13	-3	2	-0.3
COc1ccc(-c2csc3nc(-c4cccnc4)nc(Cl)c23)cc1OC	-0.1	-41	·	·	-12	17	-1	·
Cc1oc(-c2ccccc2F)nc1CS(=O)(=O)CC(=O)NC(C)CCc1ccccc1 (stereo not given)	0.5	0	4	1	-1	6	5	·
C[C@H](NC(=O)c1nc[nH]c1C(=O)N1CCN(c2ccccc2)CC1)c1ccccc1	0.0	-11	11	-3	-20	4	0	0.0
COC(=O)c1sccc1N/N=C/c1cccc(OC)c1O	0.3	-13	-3	-47	4	32	-2	1.7
COc1ccc(NC(=O)c2ccc3c(c2)N(C)CCS3)cc1	0.0	-13	6	85*	-4	-69	-7	0.0
O=S(=O)(NC1CCCCC1N1CCC(O)CC1)c1ccccc1 (stereo not given)	0.0	-55	-14	-10	0	7	5	0.1
O=C(/C=C/c1ccc(Cl)c(Cl)c1)N1CCc2ccccc21	-0.1	-6	·	·	8	-85	-5	0.1
COc1ccc2c3c(n(C)c2c1)[C@H](CO)N(C(C)=O)CC31CN(S(=O)(=O)c2ccccc2)C1	0.0	-11	·	·	1	-5	-66	0.0
C=C1CCN([C@@H](C)C(=O)NCc2ccc(OC)cc2)S(=O)(=O)c2ccccc21	0.0	-1	-3	-5	-4	5	2	-0.2
Fc1cccc(-n2cc(-c3ccccc3)c3c(=S)nc[nH]c32)c1	0.0	-9	8	2	-2	·	-2	·
CNC[C@H]1Oc2ccc(NC(=O)Nc3ccc(C(F)(F)F)cc3)cc2C(=O)N([C@H](C)CO)C[C@@H]1C	-1.0	0	4	-5	·	0	-6	·
CN1CCN(C(=O)C[C@H]2C[C@@H]3c4cc(NC(=O)c5ccc6c(c5)OCO6)ccc4O[C@@H]3[C@H](CO)O2)CC1	0.0	2	-3	-9	·	3	5	0.0
COC(=O)c1ccccc1S(=O)(=O)N1CCC(C(=O)Nc2ccc(N3CCOCC3)cc2)CC1	0.1	-7	-2	2	5	3	-20	0.1
N#Cc1ccc(CN2CCN(C(=O)c3ccc(S(=O)(=O)N4CCCCCC4)cc3)CC2)cc1	0.1	-11	-14	-1	-9	18	3	-1.3
O=C(COC(=O)Cc1ccsc1)Nc1ccc(Br)cc1	0.0	-6	-5	-3	4	20	-3	·
Cc1ccc(Nc2nc(N)nc(COC(=O)C3=COCCO3)n2)cc1	?	-21	5	37	7	-74	3	-0.1
CCOC(=O)C1CCCN(C(=O)c2cc3c(=O)n(C)c4ccccc4c3n2C)C1 (stereo not given)	0.3	5	11	7	14	-12	-3	0.0
CCOC(=O)CN(C(=O)CNC(=O)c1cccs1)C(C(=O)NC1CCCC1)c1cccnc1 (stereo not given)	·	·	6	4	-3	·	·	6.2
c1ccc(-c2ccc(C3[C@H]4CNC[C@@H]3N4Cc3nccs3)cc2)cc1 (stereo not given in full)	0.0&0.3	18&41	·	·	-4&-7	-10	-1&-12	0.0&0.2
CS(=O)(=O)N1CCN=C1SCc1ccc([N+](=O)[O-])cc1	0.1	-3	·	·	-7	-3	5	·
CC(=O)NC1CC2CCCC(C1)N2C(=O)Nc1cccc(Cl)c1 (stereo not given)	0.0	-17	-3	-5	-10	14	-3	·
CCOc1ccccc1NC(=O)C(OC(=O)C1CC1)c1ccccc1 (stereo not given)	0.0	-3	9	·	2	-1	-2	0.1
COc1ccc(CN(C)C[C@H]2OCCCC[C@H](C)Oc3ccc(NS(=O)(=O)c4ccc(C)cc4)cc3C(=O)N([C@@H](C)CO)C[C@@H]2C)cc1	-0.4	30	1	-19	·	2	-1	0.6
COc1ccc(CNC(=O)C[C@@H]2CC[C@@H](NC(=O)Nc3ccc4c(c3)OCO4)[C@@H](CO)O2)cc1	0.0	8	1	0	4	-33	0	-0.1
CCc1nc2ccc(C(=O)Nc3cccc(OC)c3)cn2c1N(CC)Cc1cccc(Br)c1	-0.1	-118	-10	5	1	3	-3	0.1
COc1ccc(NC(=O)NCC(C)CSc2ccc(C)cc2)c(OC)c1 (stereo not given)	0.3	-5	-4	-1	-6	-14	-3	-0.1
CCOc1ccc(NC(=O)CCCCn2c(=O)[nH]c3ccsc3c2=O)cc1	·	-1	-9	4	0	4	-1	0.0
COc1cccc(S(=O)(=O)N(C)C[C@@H]2Oc3ncc(C#CC(C)C)cc3C(=O)N([C@H](C)CO)C[C@@H]2C)c1	-1.0	-5	0	-1	-8	1	12	-0.1
